Screening results from PubChem.
SENP8 inh – blocks human SENP8 cleavage of Nedd8 substrate. Q96LD8. recombinant SENP8, Nedd8 substrate fluorescence. inhibition, % at 20 µM. 360,000 compounds, 0.64% hits; in the data active = inhibition mostly above about 40%, no sharp cut-off; inactive = mostly below about 27%
Target sequence (Q96LD8 whole entry, looked up): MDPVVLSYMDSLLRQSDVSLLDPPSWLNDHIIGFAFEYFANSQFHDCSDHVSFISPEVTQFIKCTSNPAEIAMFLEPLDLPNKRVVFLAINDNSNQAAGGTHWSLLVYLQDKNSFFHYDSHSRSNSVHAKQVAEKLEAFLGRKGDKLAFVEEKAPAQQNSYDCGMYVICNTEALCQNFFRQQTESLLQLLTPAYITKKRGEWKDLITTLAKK
PfGluPho inh – PfG6PD (Plasmodium falciparum) enzyme inhibition. PfGluPho enzyme, NADPH resazurin-diaphorase fluorescence. inhibition, % at 20 µM. 350,000 compounds, 0.78% hits. AID 504690;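 active = inhibition reaching at least a set limit at 20 µM in the primary screen, cut at about 59% in these data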;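 also: 0% = DMSO wells with substrate and 100% = DMSO wells lacking glucose-6-phosphate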
SENP6 block – blocks the human protease SENP6. Q9GZR1. Recombinant SENP6 catalytic domain, aminoluciferin luminescence. inhibition, % at 10 µM. 330,000 compounds, 1.8% hits. AID 2599;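 active = inhibition above about 50% at the single tested dose, limit read from the data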;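 also: plate controls were DMSO wells with enzyme for no effect and DMSO wells lacking enzyme for full effect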
GRIN3A LBD mod – modulators (binders) of human NR3A ligand-binding domain. NR3A LBD differential scanning fluorimetry, Tm shift; 0% = protein alone, 100% = glycine-bound protein. Tm shift relative to glycine control, % at 25 µM. 340,000 compounds, 2.5% hits. AID 1259313;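 active = melting temperature shift of at least 10% of the positive control shift, at one fixed dose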
MPTP block – blocks calcium-induced mitochondrial swelling | 360,000 compounds, 1.4% hits | AID 602449 | isolated mouse mitochondria, Ca2+ swelling absorbance, 30 min | inhibition, % at 10 µM;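 active = inhibition of 50% or more, scaled per plate between neutral and stimulator controls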;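 also: 0% = DMSO wells given calcium and 100% = 1 mM EGTA wells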
hIAP act – increases human intestinal alkaline phosphatase activity. 330,000 compounds, 0.16% hits. P09923. activation factor at 10 µM. purified human IAP, CDP-Star luminescence, 30 min; hits give high values; 1 = vehicle-only enzyme, 0 = enzyme-free background;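 active = activation factor of the enzyme at least 2-fold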; also: the source names both 10 and 20 µM as test concentration; values of inactives mirror those of a sister screen read the other way
Target sequence (P09923 whole entry, looked up): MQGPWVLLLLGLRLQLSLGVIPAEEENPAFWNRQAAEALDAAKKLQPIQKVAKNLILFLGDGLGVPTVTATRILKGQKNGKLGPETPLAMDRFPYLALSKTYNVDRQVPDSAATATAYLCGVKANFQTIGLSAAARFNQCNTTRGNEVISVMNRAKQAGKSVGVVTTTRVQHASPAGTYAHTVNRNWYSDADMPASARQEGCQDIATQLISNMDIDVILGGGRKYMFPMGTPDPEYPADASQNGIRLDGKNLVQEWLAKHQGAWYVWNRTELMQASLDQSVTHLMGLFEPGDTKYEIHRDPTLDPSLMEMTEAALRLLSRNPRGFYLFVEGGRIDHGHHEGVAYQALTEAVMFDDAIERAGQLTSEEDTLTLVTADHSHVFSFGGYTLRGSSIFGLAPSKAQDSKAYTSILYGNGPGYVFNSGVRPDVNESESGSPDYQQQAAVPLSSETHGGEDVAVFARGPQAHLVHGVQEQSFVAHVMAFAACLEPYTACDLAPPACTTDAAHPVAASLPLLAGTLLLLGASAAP
SENP1 inh – blocks the human SENP1 SUMO protease catalytic domain. Q9P0U3. recombinant SENP1 catalytic domain, CyPet-SUMO1-YPet FRET cleavage. inhibition, % at 10 µM. 360,000 compounds, 0.21% hits;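 active = inhibition at least 30% at 10 µM, raw YFP signal under a set limit, fluorescence ratio 0.5 to 1.5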;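 also: 0% = enzyme with DMSO and 100% = no enzyme wells; some results filed as inactive read as strong as hits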
Target sequence (Q9P0U3 419-644 limits assumed): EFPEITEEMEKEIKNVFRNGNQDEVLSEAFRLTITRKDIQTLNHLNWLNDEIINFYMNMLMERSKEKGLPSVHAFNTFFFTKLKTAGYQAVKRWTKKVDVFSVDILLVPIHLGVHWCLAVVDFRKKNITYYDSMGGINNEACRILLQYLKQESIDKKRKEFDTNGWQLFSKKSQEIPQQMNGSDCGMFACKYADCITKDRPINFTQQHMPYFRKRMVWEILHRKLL
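material = recombinant human SENP1 catalytic domain, His6-tagged | quantity = 20 pM enzyme | reagent = 25 nM SUMO1 FRET substrate | compound dosing = 10 µM single point, 0.5% DMSO | timing = 50 min enzyme reaction, room temperature, light-protected | detection = FRET, CFP and YFP emission | control set = no-enzyme low, enzyme-DMSO high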
ATG4B inh – ATG4B (human) cysteine protease inhibition | AID 504462 | inhibition, % at 8.33 µM | Q9Y4P1 | 340,000 compounds, 0.51% hits | ATG4B cleavage of LC3-PLA2, NBD-HPC fluorescence, 1 h; in the data active = inhibition above about 40%
The depositor's hits bear a star; i = inactive; x = not tested or not shown.

SMILES	SENP8 inh	PfGluPho inh	SENP6 block	GRIN3A LBD mod	MPTP block	hIAP act	SENP1 inh	ATG4B inh
Cc1ccc(C)c(N2CCN(S(=O)(=O)c3ccc4c(c3)CC(C)N4C(=O)C3CC3)CC2)c1 (stereo not drawn)	2	4	-12	-1	-0.5	1.1	3	-2
CC(C)OC(=O)c1ccc(OC(=O)c2cccnc2)cc1	10	5	12	-1	-1.7	0.94	-2	-4
COc1cccc(/C=C/C(=O)OCC(=O)Nc2ccc(S(=O)(=O)N3CCCC3)cc2)c1	-216	1	-14	-2	1.9	1.1	0	-18
Cc1ccc2cc(CN(CCCO)S(=O)(=O)c3cccc4nsnc34)c(=O)[nH]c2c1C	2	-6	11	-1	-2.9	0.98	2	-3
O=C(COC(=O)c1ncc(Cl)c(Cl)c1Cl)Nc1ccc(Cl)cn1	-91	8	-9	0	-2.3	1.2	-19	5
CNC(=O)c1nnn(Cc2ccccc2)c1NC(C)=O	9	2	-11	1	0.5	0.98	0	1
CCOC(=O)C1(Cc2cccc(OC)c2)CCN(Cc2cccc(OC)c2OC)CC1	-4	29	-6	-1	14	0.97	0	12
CCCOP(=O)(OCCC)C1(Nc2ccc(C)cc2)CCCCC1	12	-14	3	0	2.9	1.2	1	1

Two entries from above, with two lines to a compound:
Order of values – SENP8 inh	PfGluPho inh	SENP6 block	GRIN3A LBD mod	MPTP block	hIAP act	SENP1 inh	ATG4B inh
Cc1ccc2cc(CN(CCCO)S(=O)(=O)c3cccc4nsnc34)c(=O)[nH]c2c1C
→ 2	-6	11	-1	-2.9	0.98	2	-3
O=C(COC(=O)c1ncc(Cl)c(Cl)c1Cl)Nc1ccc(Cl)cn1
→ -91	8	-9	0	-2.3	1.2	-19	5

Next entries follow:
SMILES	SENP8 inh	PfGluPho inh	SENP6 block	GRIN3A LBD mod	MPTP block	hIAP act	SENP1 inh	ATG4B inh
CC(NC(=O)c1ccc(Cl)cc1Cl)C(c1ccccc1)N1CCOCC1 (stereo not drawn)	7	-11	-5	-1	-1.8	1	1	-1
CCNc1nc(NC(C)C)nc(N(C#N)C(C)C(=O)N(CC)CC)n1 (stereo not drawn)	34	-3	3	-1	0.1	1	1	-10
Cc1ccc2[nH]cc(CCNC(=O)c3ccc4c(c3)OCO4)c2c1	0	15	-8	1	-0.2	1	0	-7
CCOC(=O)C1=C(C)NC(C)=C(C(=O)OCC)C1c1ccc(OC)c(OC)c1	-456	-2	x	x	-0.4	x	-2	x
COc1cccc(NC(=O)c2cnc[nH]2)c1	8	1	-13	1	-1.4	1.1	3	-2
O=CN1c2ccccc2CSc2ccccc21	38	-11	-29	0	-2.6	1.1	14	6
CC(C)NC(=O)C(=O)NCCc1ccc(Cl)cc1	32	6	-33	0	-0.9	1.2	3	-5
CC1CCc2nc(NC(=O)CN3CCN(Cc4ccc5c(c4)OCO5)CC3)sc2C1 (stereo not drawn)	38	-8	-15	-1	56*	1.3	1	-3

(further entries)
SMILES	SENP8 inh	PfGluPho inh	SENP6 block	GRIN3A LBD mod	MPTP block	hIAP act	SENP1 inh	ATG4B inh
Cc1ccc(C)c(-n2nnc3ccccc3c2=O)c1	-10	-17	x	x	0.9	x	3	x
O=C(Cn1cccc1C(=O)c1ccccc1)NCCCN1CCOCC1	8	-14	-10	1	-10	1.2	0	-5
O=[N+]([O-])c1ccc(CN2CC(N3CCC(Cc4ccccc4)CC3)CS2(=O)=O)cc1 (stereo not drawn)	10	15	x	x	-0.2	x	3	x
CN(C)S(=O)(=O)Oc1ccc(C(=O)Nc2cccc(Cl)c2)cc1	12	24	58*	-9	3.8	0.96	1	0
CC(C)CC1(C)NC(=O)N(CCN2C(=O)c3ccccc3C2=O)C1=O (stereo not drawn)	14	2	-4	2	-2.9	0.97	0	-6
COc1ccc(OC)c(S(=O)(=O)N2CCN(c3ccccc3)CC2)c1	-4	-14	-13	2	-0.5	0.9	6	-4
O=C(CCn1c(=S)oc2ccccc21)Nc1cccc(O)c1	-1	12	22	-2	-0.3	1.1	0	-13
N#CC1=C(N)Oc2n[nH]c(-c3cccs3)c2C1c1ccncc1 (stereo not drawn)	7	2	21	1	-0.3	0.92	-1	-6

(next part)
SMILES	SENP8 inh	PfGluPho inh	SENP6 block	GRIN3A LBD mod	MPTP block	hIAP act	SENP1 inh	ATG4B inh
NS(=O)(=O)c1ccc(CCNC(=O)COC(=O)CC(c2ccccc2)c2ccccc2)cc1	11	2	8	1	-0.5	1.1	1	1
Cc1cccc(N2CCN(C(=O)c3ccc(CS(=O)Cc4ccc(Cl)cc4)o3)CC2)c1C (stereo not drawn)	8	3	-2	-6	0.3	1	1	16
CC1=CSC2=NC(C(F)(F)F)(C(F)(F)F)NC(=O)N12	2	-6	-19	0	0.0	1.2	4	-4
COC(=O)c1nn(-c2ccc(Cl)cc2)c(=O)cc1Sc1ccccn1	-1	-8	-9	-1	-0.1	1.2	2	-3
O=C(CC1C(=O)NCCN1C(=O)Nc1ccccc1)Nc1ccc2c(c1)OCCO2 (stereo not drawn)	25	4	-9	0	-1.7	0.84	2	-5
CC(C)(C)n1nnnc1C(c1ccc2ncccc2c1)N1CCC(O)CC1 (stereo not drawn)	8	-15	-6	-1	0.5	1.1	2	2
CCCn1c(SCC(=O)N2CCCc3ccccc32)nnc1-c1ccccn1	16	14	-18	0	0.3	0.94	3	4
Cc1nn(-c2ccc(Cl)cc2)c(NC(=O)C(C)C)c(-c2ccccc2)c1=O	5	10	3	3	1.2	1.6	0	-4

In the list so far, these contain an NH in an aromatic ring.
SMILES	SENP8 inh	PfGluPho inh	SENP6 block	GRIN3A LBD mod	MPTP block	hIAP act	SENP1 inh	ATG4B inh
Cc1ccc2cc(CN(CCCO)S(=O)(=O)c3cccc4nsnc34)c(=O)[nH]c2c1C	2	-6	11	-1	-2.9	0.98	2	-3
Cc1ccc2[nH]cc(CCNC(=O)c3ccc4c(c3)OCO4)c2c1	0	15	-8	1	-0.2	1	0	-7
COc1cccc(NC(=O)c2cnc[nH]2)c1	8	1	-13	1	-1.4	1.1	3	-2
N#CC1=C(N)Oc2n[nH]c(-c3cccs3)c2C1c1ccncc1 (stereo not drawn)	7	2	21	1	-0.3	0.92	-1	-6

Following part
SMILES	SENP8 inh	PfGluPho inh	SENP6 block	GRIN3A LBD mod	MPTP block	hIAP act	SENP1 inh	ATG4B inh
CC(=O)c1cccc(NC(=O)COC(=O)CCC(=O)c2cccs2)c1	-2	6	-7	7	-0.7	1.1	3	1
CN(CC(=O)Nc1ccc(F)c(F)c1F)C(=O)c1ccc2c(c1)OCCO2	0	0	-2	0	-1.2	0.89	1	-1
C=CCNCCCCOc1ccccc1	8	-8	0	0	-0.4	0.93	4	-3
CCOC(=O)CSc1nc2ccc(S(=O)(=O)N3CCOCC3)cc2[nH]1	14	-12	5	2	-0.9	0.96	-5	-9
CC1(C)CC2CN(C(=O)Cc3ccccc3)C(C)(C2)C1 (stereo not drawn)	16	-12	-4	-3	1.1	0.98	-2	-10
CCOc1cc(Br)c(CN2C(=O)NC3(CCCCCC3)C2=O)cc1OCC	10	-22	-4	0	0.9	0.93	1	12
O=C(NCc1cccc(Cl)c1)c1cccc(S(=O)(=O)N2CCCC2)c1	4	3	-10	3	-0.9	0.94	0	-7
COC(=O)C1CCN(C(=O)c2ccc(OC3CCN(Cc4ccccn4)CC3)cc2)CC1	28	-6	-17	1	0.3	1.1	0	5

(further entries)
SMILES	SENP8 inh	PfGluPho inh	SENP6 block	GRIN3A LBD mod	MPTP block	hIAP act	SENP1 inh	ATG4B inh
CC1(C)CC(=O)C=C(c2ccc(F)nc2)C1	19	-8	-4	1	-0.3	1	6	10
COc1ccccc1NC(=O)c1ccc(N2CC3CC(C2)c2cccc(=O)n2C3)c(NC(=O)c2cccnc2)c1 (stereo not drawn)	-35	-1	1	3	-0.8	1.2	-4	3
O=C(NC(=S)/C(=C1\CCCCCN1)[N+](=O)[O-])c1ccccc1	14	38	60*	4	0.6	0.94	1	-3
O=C(NNc1nc2ccccc2s1)C1CC1	10	-4	-1	-14	-0.3	1.1	2	-6
Cc1nc2nc(SCC(=O)c3cccc([N+](=O)[O-])c3)[nH]c2cc1Br	9	28	1	1	22	0.93	0	-2
CCOc1ccc(NC(=O)C2CCCN(S(=O)(=O)c3ccc4c(c3)CCCN4C(C)=O)C2)cc1 (stereo not drawn)	-1	-7	-13	0	0.4	1.5	1	-4
COc1ccc(CCC(=O)NCCc2ccc(OC)c(OC)c2)cc1	3	-2	11	1	0.1	0.99	1	-1
CC(=O)Nc1ccc(NC(=O)Cn2c(-c3ccc(F)cc3)cnc2SCC(=O)Nc2c(C)cccc2C)cc1	18	-20	0	4	1.1	1.4	0	-2

Shown as a hit in SENP6 block (from the list above):
| Compound | PfGluPho inh | SENP6 block | GRIN3A LBD mod | MPTP block | hIAP act | SENP1 inh | ATG4B inh |
| --- | --- | --- | --- | --- | --- | --- | --- |
| CN(C)S(=O)(=O)Oc1ccc(C(=O)Nc2cccc(Cl)c2)cc1 | 24 | 58* | -9 | 3.8 | 0.96 | 1 | 0 |
| O=C(NC(=S)/C(=C1\CCCCCN1)[N+](=O)[O-])c1ccccc1 | 38 | 60* | 4 | 0.6 | 0.94 | 1 | -3 |

Next records follow:
SMILES	SENP8 inh	PfGluPho inh	SENP6 block	GRIN3A LBD mod	MPTP block	hIAP act	SENP1 inh	ATG4B inh
CN1C(=O)SC(Nc2ccc(F)cc2)C1=O (stereo not drawn)	8	-22	2	-1	-0.4	0.99	2	4
O=C(Cc1ccccc1)Nc1ccc(NC(=O)c2ccccc2)nc1	-3	19	-10	-10	-1.6	0.89	-3	-2
CC1=CC(=O)C(C(C)=Nc2ccccc2[N+](=O)[O-])C(=O)O1 (stereo not drawn)	7	16	x	0	-0.2	x	0	-4
O=C(O)CCC(=O)NNc1nc(-c2ccccc2)c2cc(Cl)ccc2n1	26	-19	-29	1	4.5	1.7	4	4
COc1ccc(CNCc2cc3c(cc2[N+](=O)[O-])OCO3)cc1	-12	32	-8	-4	-0.4	0.87	-6	5
CCOc1ccc(Nc2oc(-c3ccc(Cl)cc3)nc2C#N)cc1	-261	12	-2	-5	8.9	1.1	0	-11
O=C(CN1CCN(C/C=C/c2ccccc2)CC1)Nc1ccccc1C(=O)NC1CC1	19	-10	-12	0	0.4	1	1	-6
CSc1ccc(C(=O)C2CCCN(C(=O)CCc3c(C)nn(C)c3C)C2)cc1 (stereo not drawn)	4	3	-7	0	2.0	1	1	16

Further records.
SMILES	SENP8 inh	PfGluPho inh	SENP6 block	GRIN3A LBD mod	MPTP block	hIAP act	SENP1 inh	ATG4B inh
COc1cccc(-c2ncc3ccccc3c2COC(=O)c2ccc(F)cc2)c1	1	0	-12	1	-0.4	1.1	1	1
COC(=O)c1cc(OC)c(OC)cc1NC(=O)CSCc1c(C)noc1C	-177	-3	2	-1	-0.7	1	3	-3
COc1ccc2oc(C(=O)OCC(=O)NCc3ccccc3OC)c(C)c2c1	i	-5	0	1	0.1	1	-5	-1
C=CCN1CCC(=O)C(C(=O)OCC)=C1C(=O)OCC	4	4	x	-4	3.8	x	3	5
CCOC(=O)CNS(=O)(=O)CCN1C(=O)c2ccccc2C1=O	14	-1	2	9	-0.6	0.96	3	5
S=C(NCc1ccc2c(c1)OCO2)NC1CC1	4	-9	-8	-3	0.2	1.1	0	5
CCOC(=O)c1c(S(=O)(=O)NC2CCN(C(=O)OCC)CC2)c(C)n(C)c1C	-20	-18	-8	1	-0.2	1.1	3	-4
Cc1ccccc1-n1c(SCC(=O)c2c(N)n(C3CC3)c(=O)[nH]c2=O)nnc1N1CCOCC1	2	33	-3	-2	-1.0	1.1	-1	0
O=C(Nc1cccnc1Cl)c1cc2c(s1)-c1ccccc1OC2	-309	14	5	0	-2.4	0.98	-126	-5
CCC(=O)c1ccc(N2CCN(C(=O)COc3ccccc3F)CC2)c(F)c1	-14	3	14	0	5.3	1	-1	-7
